GalR3 antag – GalR3 antagonists in HEK293 cells, primary screen, cell-based, fluorescence readout; AID 651719, 2012; inhibition, % at 3 µM; HEK293 GalR3-CNG cAMP membrane potential fluorescence; galR3 body fused to GalR1 C-terminus; 360,000 compounds, 0.44% hits;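 active = inhibition above the screen-wide average plus 3 SD, cut at about 13% in these data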;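 also: forskolin and galanin both at EC90 stimulate the cells; cAMP rise reported by CNG channel membrane potential dye signal; 0% = forskolin plus galanin with DMSO and 100% = forskolin alone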
p-CIP stab down – p/CIP-EGFP fusion destabilizers, primary screen, fluorescence, F442A cells; Q05BA5; 290,000 compounds, 0.01% hits; 16 h; decrease of EGFP signal, % at 10 µM; AID 1984, 2009;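 active = EGFP signal decrease of at least 30% at 10 µM or well 3 SD below plate mean, unless failing retest; inactive = the rest, including hits failing retest or dose response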; also: some compounds called inactive have numbers as strong as hits; many of its hits are not listed in these tables
IDE cell inh – human IDE inhibitors in live cells, primary screen, fluorescence polarization, HEK cells, FAbetaB substrate | Insulin-degrading enzyme (Homo sapiens), P14735 | FAbetaB cleavage | inhibition, % at 5.59 µM | 320,000 compounds, 0.41% hits;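 active = percent inhibition above the average of all tested compounds plus 3 SD, set per screening campaign, cut at about 16% in these data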;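 also: IDE supplied by intact live HEK cells; FP after avidin binding of uncleaved biotin substrate so inhibition keeps polarization high; 0% = DMSO wells and 100% = 60 µM reference IDE inhibitor Ii1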
IDE act – human IDE activators in live cells, primary screen, fluorescence polarization, HEK cells, FAbeta-B substrate. Insulin-degrading enzyme (Homo sapiens), P14735. FAbeta-B cleavage; 0% vehicle, 100% cell-free pure enzyme wells. activation, % at 5.96 µM. 340,000 compounds, 0.073% hits;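 active = activation above the mean of all tested compounds plus 3 SD, set per screening campaign, cut at about 17% in these data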
CRFR2-BP antag – antagonists of CRF-BP/CRF-R2 complex, primary screen, cell-based, HEK293, calcium dye fluorescence, uHTS | CRF-induced calcium fluorescence | inhibition, % at 11.8 µM | 350,000 compounds, 0.59% hits;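 active = inhibition of the ligand-induced calcium signal above about 50% at the single tested concentration, limit read from the data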
SUMO HTRF inh – inhibitors of in vitro SUMOylation cascade, primary screen, biochemical, HTRF, uHTS; HTRF SUMOylation assay, SAE1/SAE2 + UBC9; AID 2006, 2009; 290,000 compounds, 0.36% hits; inhibition, % at 35 µM; SUMO-conjugating enzyme UBC9 (Homo sapiens), P63279; in the data active = inhibition above about 50%, passing the limit was not always enough; also: strong numbers were not always called active
VIM-2 inh – VIM-2 metallo-beta-lactamase inhibitors, primary screen, biochemical, epi-absorbance readout, Pseudomonas aeruginosa enzyme; inhibition, % at 5.6 µM; 290,000 compounds, 0.89% hits; purified VIM-2, nitrocefin hydrolysis, epi-absorbance fluorescence;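 active = inhibition above the mean of all tested compounds plus 3 SD, cutoff set per screening run, cut at about 7.5% in these data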;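 also: red hydrolysis product quenches plate fluorescence so inhibitors raise well fluorescence; 0% = enzyme with DMSO and 100% = DMSO without enzyme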
IMP-1 inhibitor – IMP-1 metallo-beta-lactamase inhibitors, primary screen, biochemical, epi-absorbance readout, Pseudomonas aeruginosa enzyme; metallo-beta-lactamase IMP-1 (Pseudomonas aeruginosa); purified IMP-1, nitrocefin hydrolysis, epi-absorbance fluorescence; inhibition, % at 5.6 µM; 290,000 compounds, 0.45% hits;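 active = inhibition above the mean plus 3 SD of all compounds in the same screening run, cut at about 4.5% in these data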;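 also: 0% = IMP-1 with DMSO and 100% = DMSO wells lacking enzyme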
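System – purified recombinant IMP-1 beta-lactamase · Input – IMP-1 dispensed at 0.2 nM · Timing – 15 min preincubation plus 25 min reaction at 25 °C · Signal – Epi-absorbance fluorescence, 480 nm excitation, 530 nm emission · Measure – percent IMP-1 inhibition derived from blank-referenced optical density · Controls – Enzyme-plus-DMSO low control, enzyme-free DMSO high control · Replication – singlicate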
NS3 helicase inh – inhibitors of HCV NS3 helicase, primary screen, biochemical, Cy5 molecular beacon fluorescence; Hepatitis C virus NS3 helicase; NS3 helicase DNA unwinding; inhibition, % at 10.9 µM; 290,000 compounds, 0.56% hits;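 active = inhibition above the mean of all tested compounds plus 3 SD, set per campaign, cut at about 35% in these data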;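 also: 0% = DMSO wells and 100% = thioflavine S control wells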
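System: HCV NS3 helicase fragment; control set: DMSO and thioflavine S; technique: Cy5 fluorescence at 0 and 60 min, beacon hairpin quenching; reagent: beacon DNA duplex substrate plus ATP; replicates: singlicate; schedule: 1 h reaction at 25 °C, ATP-initiated; medium: MOPS buffer pH 6.5 with MgCl2, DTT, Tween20, BSA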
* marks the source's active call; other numbers are inactive results; / = not tested or not shown.

SMILES	GalR3 antag	p-CIP stab down	IDE cell inh	IDE act	CRFR2-BP antag	SUMO HTRF inh	VIM-2 inh	IMP-1 inhibitor	NS3 helicase inh
Cc1ccc(/C=C/C2=Cc3c(sc(NC(=O)CSc4n[nH]c(N)n4)c3C#N)C(C)(C)C2)o1	/	-43	4	/	/	70*	-2.2	-1.1	45*
CSc1ncccc1C(=O)OCC(=O)NC1CCS(=O)(=O)C1 (centres undefined)	1	-4	-6	7	31	4	1.8	-2.3	-6
Cc1ccnc(Nc2nc(-c3ccc(F)cc3)cs2)c1	-8	-7	8	-1	-14	0	-2.2	-3.6	-9
COc1ccc(C2=NN(C(C)=O)C(c3ccccc3)C2)cc1 (centres undefined)	-10	-13	-1	2	8	9	-1.4	-1.3	-4
CC(=O)c1cccc(S(=O)(=O)Nc2c(C)nn(C)c2C)c1	5	/	-2	4	10	/	/	/	/
CN(C)c1nc(OCCNC(=O)Nc2ccccc2)nc(N(C)C)n1	-2	-5	5	-6	-5	10	-2.5	-3.5	2
Cc1cc(C)cc(NC(=O)Nc2ccc(Cl)cn2)c1	-4	-3	-1	1	-9	-12	-3.0	-2.9	6
CCOC(=O)c1sc(-n2[nH]c(C)cc2=O)nc1C	-1	9	-3	2	2	10	-3.9	-4.2	21
COc1ccc(C)cc1NC(=S)N1CC(C)OC(C)C1 (centres undefined)	1	-4	-7	1	4	-7	-2.6	-1.6	1
COc1ccc(N2C(=O)C(CC(=O)Nc3ccccc3)N(Cc3cccs3)C2=O)cc1 (centres undefined)	/	-10	7	0	3	2	-3.6	-0.9	-18
COc1ccc(C2=NS(=O)(=O)N(C)C(C(=O)N3CCC(C(N)=O)CC3)=C2)cc1	/	4	0	6	15	14	-2.8	-1.4	-3
COc1cc(OC)cc(C(=O)N2CCN(c3ccccc3F)CC2)c1	-4	-8	3	8	-10	16	-0.5	-1.2	-3
COc1cc(C(=S)N2CCOCC2)cc(OC)c1OS(=O)(=O)c1ccc(NC(C)=O)cc1	-2	-4	0	0	-8	11	-1.7	-0.1	-2
COc1ccccc1NC(=O)CSc1nnc(CC(=O)Nc2ccccc2F)n1C	3	-28	-1	0	4	-4	1.6	0.1	7
Cc1cc([N+](=O)[O-])cc(C)c1OCC(=O)N/N=C/c1ccc(OC(=O)c2ccccc2Br)cc1	-1	-10	9	-3	-10	2	0.5	-4.6	-14
O=C1CCCCCCC1Sc1ccccc1[N+](=O)[O-] (centres undefined)	-5	-1	0	-1	0	18	-4.1	-3.6	5
CCOC(=O)Nc1ccc(C)cc1NC(=O)OCC	-4	-3	1	0	-11	14	-2.4	-2.5	-2
CN(C)c1ccc(/C=N/N=C(N)N)cc1[N+](=O)[O-]	-6	0	4	0	-21	20	1.4	-3.9	-5
COc1ccccc1C1(CC(=O)O)CCOC(C)(C)C1 (centres undefined)	-1	-13	4	2	-23	20	-0.2	-2.4	-4
CC(C)n1cnc2cc(NCc3ccco3)ccc21	/	-17	0	-1	21	22	-0.2	-2.0	-2
CCOC(=O)C1CCCN(S(=O)(=O)c2ccc(S(=O)(=O)N(CC)CC)cc2)C1 (centres undefined)	92*	-25	-4	5	18	5	-4.2	-4.6	3
COc1ccc(N(CC(=O)N/N=C/c2cc(Br)c(C)o2)S(=O)(=O)c2ccc(NC(C)=O)cc2)cc1	-2	-1	1	6	15	7	-0.1	-3.0	1
COC(=O)[C@@]12CCCCN1[C@H](c1ccc(-c3ccc(C(C)=O)cc3)c(OC)c1)[C@@H]1C(=O)N(C)C(=O)[C@@H]12	-5	/	-5	2	-5	/	/	/	/
CCS(=O)(=O)Nc1ccc(-c2nc3cccnc3s2)cc1	/	-10	-5	0	-15	25	-1.7	-2.9	7
Cc1ccc(C(=O)O/N=C\c2ccc(N3CCOCC3)c([N+](=O)[O-])c2)cc1	2	-13	5	-2	16	-9	-1.2	-1.2	0
The list goes on:
SMILES	GalR3 antag	p-CIP stab down	IDE cell inh	IDE act	CRFR2-BP antag	SUMO HTRF inh	VIM-2 inh	IMP-1 inhibitor	NS3 helicase inh
O=C1CCN(Cc2ccc(Br)cc2)CCN1[C@H](CO)c1ccccc1	0	-3	4	-4	-1	-6	-2.1	-2.4	-6
COc1cccc(N=Nc2ccc(O)c3ncccc23)c1	-9	10	5	-4	1	-113	-9.2	-8.8	16
Cc1cccc2nc(CSc3nc4cc([N+](=O)[O-])ccc4s3)cn12	0	-6	4	-5	7	1	-3.8	-2.6	3
CC1CCN(c2c(NCc3ccc(C(=O)N4c5ccccc5CC4C)cc3)c(=O)c2=O)CC1 (centres undefined)	1	-10	38*	-46	20	-11	-3.5	-2.0	-1
Cc1ccc(-n2ncc(C(=O)Nc3ccc(Cl)cc3)c2C2CCNCC2)cc1C	-3	-3	3	9	-20	-6	-3.2	-4.0	-22
CCN1CCN(c2ccc(S(=O)(=O)N3CCCCC3)cc2NC(=O)c2cccc(NC(C)=O)c2)CC1	-1	/	-3	5	-3	/	/	/	/
COC(=O)c1sc2nc(CSc3nc4ccc(C)cc4[nH]3)[nH]c(=O)c2c1C	-3	-3	1	-1	5	1	-6.0	-6.2	6
CCCCN(C(=O)c1ccc(Cl)c(S(=O)(=O)N2CCOCC2)c1)c1c(N)n(CCC)c(=O)[nH]c1=O	-6	-17	6	2	-2	17	-2.9	-3.7	5
O=C(C(=O)N1CCN(Cc2ccc3c(c2)OCO3)CC1)c1c[nH]c2ccccc12	-4	3	1	4	10	5	0.7	-1.1	-3
O=C(CNc1ccccc1-c1ccccc1)NCc1ccccc1	2	5	1	-1	13	-6	-2.6	-2.4	-17
COC(=O)N/N=C/c1cn(CCCOc2ccccc2)c2ccccc12	-9	1	-2	4	-41	-10	-4.2	-2.9	-6
CC(Sc1cccc[n+]1[O-])C(=O)Nc1cccc(S(=O)(=O)N2CCOCC2)c1 (centres undefined)	-9	-11	2	2	-6	6	-1.3	-2.6	5
COc1ccccc1C(C)NCC(=O)NC(=O)NCc1ccco1 (centres undefined)	-5	/	0	1	13	/	/	/	/
Cc1ccc(C(C(=O)NC2CCCCC2)N(C(=O)CCCC(=O)Nc2ccccn2)c2ccc3c(c2)OCCO3)cc1 (centres undefined)	-2	-16	3	3	-13	-4	-2.1	-2.9	8
Cn1ncc(Br)c1C(=O)N/N=C/c1ccc(OS(=O)(=O)c2ccccc2)cc1	0	6	-6	-3	-14	2	-2.7	-2.1	-13
Cc1cccc(NC(=O)CN2CCN(C(=O)c3cccc(-n4cnnn4)c3)CC2)c1C	-5	/	-6	3	15	/	/	/	/
O=C(CN(C(=O)CCC(=O)Nc1nccs1)c1cccc(F)c1)NCCc1ccccc1	-7	-6	-8	2	-7	10	-3.7	-2.8	-2
N#C/C(=C\c1ccccc1OCc1ccc(C(=O)O)cc1)C(=O)Nc1ccc(O)cc1	-5	5	2	2	-7	12	3.3	-0.2	33
CN1CCN(S(=O)(=O)c2ccc(CNC(=O)c3ccccc3)s2)CC1	-7	-1	0	2	-15	4	-2.9	-1.5	-19
CC(NC(=O)C1CCC(C)(C(=O)O)C1(C)C)c1ccccc1 (centres undefined)	-8	0	16	-5	-3	20	-1.5	-6.5	4
Cc1ccc2[nH]c3c(NCc4ccccc4)ncnc3c2c1	-1	-19	/	/	10	-22	0.6	0.0	-45
CCOc1ccc(C(=O)NCC2(c3ccccc3)CCOCC2)cc1	-1	12	-4	0	10	4	-2.9	-3.8	5
CCCc1cc(=O)[nH]c(SCC(=O)c2c[nH]c3ccccc23)n1	-2	-4	5	3	-20	13	-1.7	-1.6	3
Cc1ccc(NCc2nnc(SCC(=O)N3c4ccccc4Sc4ccccc43)o2)c(C)c1	-3	7	-3	6	9	-9	-5.5	-5.3	4
COC(=O)C1=C(C)N(C(C)c2ccccc2)C(=O)C1 (centres undefined)	2	-6	-2	3	4	4	-1.9	2.4	-1
CCc1cccc(NC(=O)CSc2nnc(Cc3ccc(OC)cc3)c(=O)[nH]2)c1	-3	/	-1	-3	3	/	/	/	/
CC(C)NS(=O)(=O)c1ccc(NCCCn2ccnc2)c([N+](=O)[O-])c1	-5	12	7	3	1	-4	1.1	-4.1	3
N#Cc1cnc(SCC(=O)N2CCCCC2)nc1N	-3	/	2	4	-4	/	-3.5	-2.4	0
Cc1cccc(NC(=O)C2CCCCN2S(=O)(=O)c2ccccc2)c1C (centres undefined)	-4	/	2	0	2	/	/	/	/
O=C(CCSc1ccccc1)OCn1nnc2ccccc2c1=O	-1	5	5	-5	-5	10	-1.0	-2.4	-17

Copied from the list:
Cc1ccc(C(C(=O)NC2CCCCC2)N(C(=O)CCCC(=O)Nc2ccccn2)c2ccc3c(c2)OCCO3)cc1 (centres undefined) in p-CIP stab down → -16
O=C(CCSc1ccccc1)OCn1nnc2ccccc2c1=O in VIM-2 inh → -1.0
CCN1CCN(c2ccc(S(=O)(=O)N3CCCCC3)cc2NC(=O)c2cccc(NC(C)=O)c2)CC1 in IDE cell inh → -3
O=C1CCN(Cc2ccc(Br)cc2)CCN1[C@H](CO)c1ccccc1 in IMP-1 inhibitor → -2.4
CC1CCN(c2c(NCc3ccc(C(=O)N4c5ccccc5CC4C)cc3)c(=O)c2=O)CC1 (centres undefined) in VIM-2 inh → -3.5
CC(NC(=O)C1CCC(C)(C(=O)O)C1(C)C)c1ccccc1 (centres undefined) in IMP-1 inhibitor → -6.5
Cn1ncc(Br)c1C(=O)N/N=C/c1ccc(OS(=O)(=O)c2ccccc2)cc1 in p-CIP stab down → 6

Part of the list above, with values under each structure:
Every second line gives: GalR3 antag, p-CIP stab down, IDE cell inh, IDE act, CRFR2-BP antag, SUMO HTRF inh, VIM-2 inh, IMP-1 inhibitor, NS3 helicase inh
- Cc1ccc(C(C(=O)NC2CCCCC2)N(C(=O)CCCC(=O)Nc2ccccn2)c2ccc3c(c2)OCCO3)cc1 (centres undefined)
    -2, -16, 3, 3, -13, -4, -2.1, -2.9, 8
- Cn1ncc(Br)c1C(=O)N/N=C/c1ccc(OS(=O)(=O)c2ccccc2)cc1
    0, 6, -6, -3, -14, 2, -2.7, -2.1, -13
- O=C(CCSc1ccccc1)OCn1nnc2ccccc2c1=O
    -1, 5, 5, -5, -5, 10, -1.0, -2.4, -17

Screening data deposited in PubChem by several laboratories.
